Compound activity deposited in PubChem by several laboratories.
V1aR counter = activates human V1a receptor in oxytocin agonist counter-screen; activation, % at 3 µM; AID 2797; actives 0.25% (n = 320,000); P37288; CHO-V1R cells, Fluo-8 calcium fluorescence, agonist mode; 0% DMSO, 100% 3 nM vasopressin;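 active means activation above the mean activation of all tested compounds plus 3 SD, per screening run, cut at about 20% in these data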;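 further: signal is peak over basal fluorescence ratio across a 100 second FLIPR read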
Target sequence (P37288 whole entry, looked up): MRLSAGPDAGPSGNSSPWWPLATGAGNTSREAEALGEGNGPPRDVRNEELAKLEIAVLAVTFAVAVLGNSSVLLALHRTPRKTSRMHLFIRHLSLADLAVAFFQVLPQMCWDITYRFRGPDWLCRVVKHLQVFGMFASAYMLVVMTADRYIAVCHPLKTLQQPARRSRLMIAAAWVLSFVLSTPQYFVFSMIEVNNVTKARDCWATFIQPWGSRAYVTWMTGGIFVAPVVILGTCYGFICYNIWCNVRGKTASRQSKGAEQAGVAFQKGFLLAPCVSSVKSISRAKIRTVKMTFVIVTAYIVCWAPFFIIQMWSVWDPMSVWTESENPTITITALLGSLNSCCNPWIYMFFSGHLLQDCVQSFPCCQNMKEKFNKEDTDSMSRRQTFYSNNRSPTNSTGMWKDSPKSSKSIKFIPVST
GalR3 antagonist = human GalR3 antagonism. actives 0.44% (n = 360,000). inhibition, % at 3 µM. HEK293 GalR3-CNG cAMP membrane potential fluorescence; galR3 body fused to GalR1 C-terminus. O60755;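 active means inhibition above the screen-wide average plus 3 SD, cut at about 13% in these data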;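 further: forskolin and galanin both at EC90 stimulate the cells; cAMP rise reported by CNG channel membrane potential dye signal; 0% = forskolin plus galanin with DMSO and 100% = forskolin alone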
OXTR agonist = activates the human oxytocin receptor. CHO-OTR cells, Fluo-8 calcium fluorescence; normalized: DMSO 0%, oxytocin 100%. activation, % at 3 µM. actives 0.32% (n = 320,000). P30559. AID 2435;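 active means activation above the mean of all tested compounds plus 3 SD, cutoff set per screening run, cut at about 20% in these data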;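 further: peak over basal fluorescence ratio from a 100 s FLIPR kinetic read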
MEKK2 mut-MEK5 = signal of MEK5 binding to mutant human MEKK2 PB1 domain; bead flow cytometry, Alexa488-MEK5 binding to MEKK2 mutant; percent response, % at 10 µM; actives 0.35% (n = 290,000); in the data active means percent response above about 24%, passing the limit was not always enough; further: inactives centre near 1; some results filed as inactive read as strong as hits; reference of the scale not given here
MEKK2 WT-MEK5 = raises or lowers MEK5 binding to wildtype human MEKK2 PB1 domain. actives 1.1% (n = 290,000). bead flow cytometry, Alexa488-MEK5 binding to MEKK2 WT; actives lie on both sides. binding response (% of control), % at 10 µM. Q9Y2U5; in the data active means binding response below about 67% or above about 130%
PHOSPHO1 inh = blocks human PHOSPHO1 phosphatase activity. inhibition, % at 13.3 µM. recombinant PHOSPHO1, absorbance phosphatase assay. Q8TCT1. actives 1.1% (n = 290,000). AID 1565; in the data active means inhibition above about 60%
Target sequence (Q8TCT1 whole entry, looked up): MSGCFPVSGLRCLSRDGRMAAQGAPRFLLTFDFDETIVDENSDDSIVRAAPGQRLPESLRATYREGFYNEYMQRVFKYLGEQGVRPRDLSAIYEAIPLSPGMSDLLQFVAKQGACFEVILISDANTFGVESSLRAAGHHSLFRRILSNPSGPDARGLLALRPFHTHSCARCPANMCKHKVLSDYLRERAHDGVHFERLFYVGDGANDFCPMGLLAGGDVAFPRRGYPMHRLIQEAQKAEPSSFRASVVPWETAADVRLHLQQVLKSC
MEKK3 PB1 HTS = MEKK3-MEK5 PB1 interaction, increase or decrease. Q99759. AID 1529. actives 1.4% (n = 290,000). bead-based flow cytometry, Alexa488-MEK5 binding to MEKK3; actives lie on both sides; 0 = blocked by unlabeled MEK5, 100 = vehicle. binding response (% of control), % at 10 µM;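 active means binding response more than 3 SD above or below the average of its plate-row segment, actives on both sides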;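 further: Alexa488 bead fluorescence after subtracting the streptavidin-only scavenger bead signal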
GPR7 antagonist = blocks human GPR7 receptor signaling | GPR7-expressing cells, fluorescence antagonist assay | AID 1861 | inhibition, % at 4.4 µM | actives 1.1% (n = 290,000); in the data active means inhibition above about 16%, passing the limit was not always enough;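 further: cells stimulated with the agonist NPW; 0% = agonist with vehicle and 100% = vehicle without agonist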
Target sequence (P48145 whole entry, looked up): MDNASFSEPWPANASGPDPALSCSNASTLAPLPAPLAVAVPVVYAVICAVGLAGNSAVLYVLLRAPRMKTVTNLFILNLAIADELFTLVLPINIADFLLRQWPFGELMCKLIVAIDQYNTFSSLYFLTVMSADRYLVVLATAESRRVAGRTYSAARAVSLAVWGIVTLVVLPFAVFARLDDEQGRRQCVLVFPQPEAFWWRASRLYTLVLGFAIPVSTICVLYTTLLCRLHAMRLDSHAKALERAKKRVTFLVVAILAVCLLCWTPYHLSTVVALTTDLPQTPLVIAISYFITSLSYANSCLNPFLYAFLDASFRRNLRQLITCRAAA
NALP1 yeast inh = NALP1 inhibition | S. cerevisiae NALP1/ASC/caspase-1 growth, X-gal OD620, 72 h | actives 0.61% (n = 280,000) | AID 2071 | inhibition, % at 10 µM; in the data active means inhibition mostly above about 24%, no sharp cut-off; inactive means mostly below about 32%; further: some compounds called inactive have numbers as strong as hits
* hit, by the source's call; / = no result given; [ ] = another dose, or the depositor's remark. No enrichment for hits; any-hit rate near 5.4%.

#	smiles	V1aR counter	GalR3 antagonist	OXTR agonist	MEKK2 mut-MEK5	MEKK2 WT-MEK5	PHOSPHO1 inh	MEKK3 PB1 HTS	GPR7 antagonist	NALP1 yeast inh
1	Cc1ccc(NC(=O)CC(=O)NCCN2CCOCC2)cc1	0.3	-7	0.9	2	101	7	101	-8	28
2	Cc1cc(C)nc(/N=C(/NC(=O)c2ccccc2)Nc2ccccc2)n1	0.8	0	-0.8	5	111	-6	106	-1	1
3	CCc1c(C)sc(NC(=O)c2cc(C)on2)c1C#N	-0.2	-7	0.9	6	105	24	105	-6	15
4	O=C(Nc1ccc(F)c(Cl)c1)N1CCCCCC1	0.5	-4	-0.9	-3	96	41	100	-11	-5
5	CC1=C(C(=O)N2CCCCC2)C2(CCC(C)CC2)OC1=O (configuration not stated)	-1.1	/	-2.2	10	108	-3	106	-8	10
6	CCOC(=O)c1nnn(CC(=O)Nc2cccc(OC)c2)c1C(=O)OCC	1.3	-4	3.0	3	105	-16	101	1	23
7	Cc1ccc(S(=O)(=O)NC(=O)Nc2cc(C(C)(C)C)on2)cc1	0.4	-4	1.0	7	99	33	92	-16	7
8	COc1ccc(-c2c3c(=O)n(C)c(=O)n(C)c3cn2Cc2cccnc2)cc1	-0.7	-2	-0.1	1	102	8	97	-5	1
9	COc1cc(C(=O)Oc2ccc(Br)cc2C(=S)N2CCOCC2)cc(OC)c1OC	-0.1	-11	-2.1	0	102	-130	101	-19	7
10	COC(=O)c1cc(S(=O)(=O)NCC2CCN(Cc3cccc(F)c3)CC2)cn1C	0.5	-1	1.5	7	117	27	105	-12	35
11	CC(C)c1ccc(S(=O)(=O)c2n[nH]n3c2nc(=O)c2ccccc23)cc1	-0.9	0	-1.2	6	103	-4	106	-15	8
12	CCOC(=O)N1CCC(N2Cc3cccc(C(=O)Nc4ccc(CC)cc4)c3C2=O)CC1	0.9	-3	-0.1	3	103	-11	101	-5	3
13	CCOC(=O)c1cc(-c2ccccc2)n[nH]1	-0.3	-7	-0.7	18	102	-4	105	-11	-5
14	CN1CCN(NC(=S)NC(C)(C)CC(C)(C)C)CC1	1.3	-6	2.3	-4	77	-29	58*[inhibitor]	-13	1
15	CSCCC(=O)N1CCCC(CNC(=O)c2ccccc2Cl)C1 (configuration not stated)	-0.7	-4	-0.2	-10	88	-8	99	-9	-6
16	COc1ccc(O)c(C(=O)c2cc(C#N)c(=O)n(-c3ccc(Cl)cc3)c2)c1	3.1	-2	4.5	-22	80	33	88	-13	/
17	COc1ccccc1NC(=S)N1CCNC(=O)C1CC(=O)Nc1cccc(C)c1 (configuration not stated)	-0.1	-3	-0.4	-1	100	15	100	10	/
18	Cc1cc(C(C)(C)C)ccc1OCC(=O)N/N=C\c1c(C)n(C)n(-c2ccccc2)c1=O	2.0	-9	3.5	-9	90	42	93	-8	-14
19	COc1cccc(NC(=O)Nc2ccc(Cc3ccncc3)cc2)c1	4.0	-3	2.6	-1	95	-17	93	11	19
20	COc1cccc(/C=C/C(=C2/C(=O)N(c3ccccc3)N=C2C)c2ccc(Br)cc2)c1OC	0.9	/	0.4	11	105	4	95	-3	20
21	CCOc1cc(C(=O)NCCOC)cc(OCC)c1OCC	0.2	-1	0.9	4	104	21	100	-11	-1
22	CC1Oc2ccccc2OC1(O)c1ccccn1 (configuration not stated)	0.4	7	0.1	-1	104	0	102	-4	9
23	CCOC(=O)C1=C(C)NC(=O)NC1c1cccc(O)c1 (configuration not stated)	0.3	-6	1.0	7	101	21	100	-4	18
24	O=C(CNC(=O)Cc1ccccc1)NCC(=O)OCc1ccc(C(=O)c2ccccc2)cc1	4.3	/	1.9	-3	92	9	96	-7	12
25	Cc1ccc(-n2[nH]c(C)c(C=Nc3ccc4[nH]c(=O)[nH]c4c3)c2=O)cc1	0.1	-1	-0.2	7	96	-7	96	5	23
26	COc1ccc(C2C(C(=O)NC(C)C)c3ccccc3C(=O)N2C)cc1OC (configuration not stated)	1.2	-1	0.1	/	/	28	/	-15	6
27	CCOC(=O)N1CCC(NC(=O)CN(c2ccc(C(C)C)cc2)S(=O)(=O)c2c(C)nn(C)c2C)CC1	-0.7	-3	-1.1	-1	94	3	97	-10	13
28	Cn1c(=O)n(C)c2cc(NS(=O)(=O)c3ccc(Cl)s3)ccc21	2.2	-4	1.5	-5	97	-4	102	-10	-3
29	Cc1cccc(N2CC(c3nc4ccccc4n3C)CC2=O)c1C (configuration not stated)	0.4	/	0.8	2	103	-14	112	-4	26
30	O=C(c1ccc2c(c1)OCCCO2)c1cccs1	-1.0	-2	-1.6	-4	98	-39	98	-6	11
31	O=C(NC(=S)Nc1ccccc1O)c1ccc(-c2ccc(Cl)cc2)o1	0.2	0	0.0	-6	86	16	94	-6	-8
32	COc1cccc(/C=N/NC(=O)CNC(=O)COc2ccccc2)c1O	-1.3	-6	-0.8	1	100	16	101	-13	-16
33	CC1=C(C(=O)OCCC#N)C(c2cc3c(cc2Br)OCO3)NC(=O)N1 (configuration not stated)	0.3	-6	0.8	4	99	14	101	-2	13
34	Cc1cc2c3c(c1)C1(SCC(=O)N1c1ccc(F)cc1)C(=O)N3C(C)(C)CC2C (configuration not stated)	14	-6	7.8	-1	102	-7	100	3	0
35	CCCCCC/C(=N\NS(C)(=O)=O)c1ccccc1	-2.1	2	-2.2	2	100	-14	99	-5	14
36	Cc1ccc(CNC(=O)C2CCC(CNc3c(N4CCOCC4)c(=O)c3=O)CC2)cc1 (configuration not stated)	0.5	4	0.5	9	110	4	104	-13	8

Results in PHOSPHO1 inh, MEKK2 WT-MEK5 and MEKK2 mut-MEK5, for some of the entries so far:
item | compound | PHOSPHO1 inh | MEKK2 WT-MEK5 | MEKK2 mut-MEK5
1 | Cc1ccc(NC(=O)CC(=O)NCCN2CCOCC2)cc1 | 7 | 101 | 2
2 | Cc1cc(C)nc(/N=C(/NC(=O)c2ccccc2)Nc2ccccc2)n1 | -6 | 111 | 5

Arranged by heavy-atom count (descending): part of the list above.
#	smiles	V1aR counter	GalR3 antagonist	OXTR agonist	MEKK2 mut-MEK5	MEKK2 WT-MEK5	PHOSPHO1 inh	MEKK3 PB1 HTS	GPR7 antagonist	NALP1 yeast inh
27	CCOC(=O)N1CCC(NC(=O)CN(c2ccc(C(C)C)cc2)S(=O)(=O)c2c(C)nn(C)c2C)CC1	-0.7	-3	-1.1	-1	94	3	97	-10	13
24	O=C(CNC(=O)Cc1ccccc1)NCC(=O)OCc1ccc(C(=O)c2ccccc2)cc1	4.3	/	1.9	-3	92	9	96	-7	12
36	Cc1ccc(CNC(=O)C2CCC(CNc3c(N4CCOCC4)c(=O)c3=O)CC2)cc1 (configuration not stated)	0.5	4	0.5	9	110	4	104	-13	8
34	Cc1cc2c3c(c1)C1(SCC(=O)N1c1ccc(F)cc1)C(=O)N3C(C)(C)CC2C (configuration not stated)	14	-6	7.8	-1	102	-7	100	3	0
26	COc1ccc(C2C(C(=O)NC(C)C)c3ccccc3C(=O)N2C)cc1OC (configuration not stated)	1.2	-1	0.1	/	/	28	/	-15	6
32	COc1cccc(/C=N/NC(=O)CNC(=O)COc2ccccc2)c1O	-1.3	-6	-0.8	1	100	16	101	-13	-16
33	CC1=C(C(=O)OCCC#N)C(c2cc3c(cc2Br)OCO3)NC(=O)N1 (configuration not stated)	0.3	-6	0.8	4	99	14	101	-2	13
29	Cc1cccc(N2CC(c3nc4ccccc4n3C)CC2=O)c1C (configuration not stated)	0.4	/	0.8	2	103	-14	112	-4	26
28	Cn1c(=O)n(C)c2cc(NS(=O)(=O)c3ccc(Cl)s3)ccc21	2.2	-4	1.5	-5	97	-4	102	-10	-3
23	CCOC(=O)C1=C(C)NC(=O)NC1c1cccc(O)c1 (configuration not stated)	0.3	-6	1.0	7	101	21	100	-4	18
35	CCCCCC/C(=N\NS(C)(=O)=O)c1ccccc1	-2.1	2	-2.2	2	100	-14	99	-5	14
30	O=C(c1ccc2c(c1)OCCCO2)c1cccs1	-1.0	-2	-1.6	-4	98	-39	98	-6	11

More compounds follow.
#	smiles	V1aR counter	GalR3 antagonist	OXTR agonist	MEKK2 mut-MEK5	MEKK2 WT-MEK5	PHOSPHO1 inh	MEKK3 PB1 HTS	GPR7 antagonist	NALP1 yeast inh
37	O=C(Nc1ccncc1)C1CCN(S(=O)(=O)c2ccccc2C(F)(F)F)CC1	14	-2	7.2	8	101	18	100	6	6
38	Cc1ccc(NC(=O)/C(=C\c2cccc(Br)c2)NC(=O)c2ccco2)cc1	0.2	-9	-1.4	0	96	18	99	-10	6
39	CCN1CCCC1CNCc1ccc(Cl)cc1Cl (configuration not stated)	1.8	-6	1.3	6	104	28	99	-3	18
40	N#Cc1ccc(C23CC4(C2)[C@H](CN(Cc2cccnc2)[C@@H]4c2ccccc2)C3c2ccccc2)cc1 (some centres not stated)	-0.9	-4	-0.9	1	87	18	91	/	/
41	CCOC(=O)C(Sc1nnc(-c2ccncc2)o1)C(C)=O (configuration not stated)	0.9	-4	-0.4	5	99	-2	103	-3	-6
42	O=C1[C@@H]2[C@@H]3C[C@@H]([C@H]4ON=C(c5ccc(Cl)cc5Cl)[C@@H]34)[C@@H]2C(=O)N1C1CCCCC1	0.2	-5	-0.5	3	106	2	144*	-4	32
43	Nc1ccc(Oc2c(Cl)cccc2Cl)nc1	0.8	-5	1.0	-4	93	-6	92	-9	8
44	CCOc1ccc(NC(=O)NCC2CCN(Cc3ccc(F)cc3)CC2)cc1	0.4	-11	0.1	18	115	42	111	-2	17
45	CC(NC(=O)c1cccnc1)C(c1cccs1)N1CCOCC1 (configuration not stated)	-0.6	3	-0.3	4	113	7	75	-17	24
46	COc1cccc(C(=O)NC(C)C(c2cccs2)N2CCOCC2)c1 (configuration not stated)	0.4	/	0.3	9	105	42	104	-2	29
47	COc1ccc(C(=O)NC2CCN(C(=O)NCc3ccccc3)CC2)cc1	1.5	-7	0.8	-3	99	35	97	-5	19
48	COc1ccc(Cl)cc1S(=O)(=O)NCc1cccs1	2.8	-3	2.1	14	105	-22	106	-8	18
49	COc1ccc(/C=N/NS(=O)(=O)c2ccccc2)cc1OC	4.0	-9	7.8	1	103	42	97	-15	10
50	CCC1(CC)C(=O)C2=C3C1[C@H](C(=O)OC)C=C(C(=O)OC)C[C@H]3[C@H]1C(=O)N(Cc3ccccc3)C(=O)[C@H]1[C@H]2C (some centres not stated)	-0.7	1	-1.8	-5	86	/	90	/	/
51	CCCOc1ccccc1C1NC(=O)NC(C)=C1C(=O)OCc1ccccc1 (configuration not stated)	-0.8	-3	-1.9	1	95	-24	103	-8	-1
52	O=C1CCN(CCCc2ccccc2)CCN1[C@H](CO)Cc1ccccc1	0.3	-5	2.3	-4	102	4	99	4	-2
53	Cc1sc2ncn(CC(=O)NCCCC(=O)N3CCCCC3)c(=O)c2c1C	-0.4	-9	-1.2	-4	94	32	98	-5	-4
54	CC(C)(C)C(=O)Nc1nc(-c2ccccc2)ns1	1.9	-6	-1.9	-4	98	-6	96	-3	16
